Bioassay records deposited in PubChem by Broad Institute.
F508del corr: correctors of CFTR F508del function in bronchial epithelial cells | activity (quench increase), % at 7.58 µM | CFBE cells, YFP halide quenching; stimulated with forskolin plus potentiator P3; % fluorescence drop versus neutral controls | 350,000 compounds, 0.36% hits | AID 720511;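 active = mean added fluorescence quench of at least 8% versus neutral control, with both replicates also reaching 8%; inconclusive = only one of the mean or replicate conditions met; inactive = mean below 8% and not both replicates reaching 8%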;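 note: cells transiently co-express mutant CFTR-F508del with the halide-sensitive YFP; corrector assay measuring rescue of mutant channel to the surface after 24 h compound exposure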
INS-1E GSIS act: GLuc luminescence reporter in INS-1E cells, primary screen for activators of glucose-dependent secretion of insulin. 370,000 compounds, 0.61% hits. activation, % at 16.6 µM. INS-1E GLuc reporter insulin secretion, 2-3 h;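 active = lowest replicate activation of at least 40%, so every replicate reaches that level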;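 note: 0% = median of neutral control wells and 100% = median of IBMX positive control wells; some compounds called inactive have numbers as strong as hits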
PAX8 reporter: inhibitors of PAX8 transcriptional activity in RMG-I cells; RMG-I TPO-luciferase reporter, SteadyGlo, 24 h; inhibition, % at 12.6 µM; 360,000 compounds, 1.2% hits;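 active = mean replicate inhibition at least 60% with every replicate also reaching 60%; inconclusive = only one of the two criteria is met; inactive = mean below 60% and not all replicates reaching 60%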;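 note: luciferase light reporting Pax8 driven TPO promoter activity; plate controls were median of neutral control wells for no effect and mitoxantrone controls for full effect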
XiGFP reactiv: activators of X-chromosome reactivation in mouse fibroblasts. activation, % at 7.58 µM. XiGFP mouse fibroblasts, % GFP-positive cells imaging, 3 d; cells co-treated with 5-aza-dC sensitizer; scaled so ellipticine positive control = 100%. 360,000 compounds, 0.055% hits;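 active = mean normalized replicate activation at least 10% and every replicate at or above 10%; inconclusive = only one of the two criteria met; inactive = mean below 10% and not all replicates reach 10%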;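 note: 0% = median of on-plate neutral control wells and 100% = ellipticine 6 µM median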
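Schedule: 3 d treatment, 15 min room-temperature fixation; system: 68-5-11 XiGFP fibroblast line; buffer or medium: DMEM plus 5-aza-dC sensitizer; control set: ellipticine 6 µM positive control; compound: one concentration, pinned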
EWS-Fli inh: EWS/Fli transcriptional activity inhibition; A673 NR0B1-luciferase reporter, viability-normalised; inhibition, % at 12.6 µM; 350,000 compounds, 0.67% hits;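 active = mean inhibition of at least 50% after viability correction, with every replicate also passing that limit; inconclusive = mean reaches 50% but only one of two replicates passes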;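 note: firefly luciferase signal divided by Alamar Blue viability fluorescence both relative to DMSO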
ERp5 inh: blocks human ERp5 reductase activity on insulin; 350,000 compounds, 0.05% hits; ERp5 insulin aggregation, absorbance 650 nm, 90 min; inhibition, % at 9.99 µM; AID 651711;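 active = mean replicate inhibition above about 25%, with every replicate also reaching it, limit read from the data, passing the limit was not always enough; inconclusive = only one of those two criteria met; inactive = neither criterion met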
Target sequence (Q15084 whole entry, looked up): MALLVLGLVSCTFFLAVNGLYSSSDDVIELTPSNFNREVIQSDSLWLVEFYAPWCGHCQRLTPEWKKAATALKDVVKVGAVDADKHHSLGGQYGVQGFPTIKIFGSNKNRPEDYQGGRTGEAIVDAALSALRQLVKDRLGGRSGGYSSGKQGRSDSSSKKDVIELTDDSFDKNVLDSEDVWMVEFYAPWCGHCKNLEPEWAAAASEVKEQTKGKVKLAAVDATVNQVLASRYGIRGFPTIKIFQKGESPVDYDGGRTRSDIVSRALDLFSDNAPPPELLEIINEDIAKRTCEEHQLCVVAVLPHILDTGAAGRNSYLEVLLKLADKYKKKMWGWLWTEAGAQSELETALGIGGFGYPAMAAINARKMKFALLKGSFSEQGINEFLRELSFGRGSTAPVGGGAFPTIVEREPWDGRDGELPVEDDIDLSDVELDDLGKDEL
DENV2 CPE: protects cells from dengue virus 2 cytopathic effect; DENV2-infected cells, cytopathic effect rescue, plate reader; CPE inhibition, % at 9.99 µM; 350,000 compounds, 1.7% hits; AID 651640; in the data active = CPE inhibition above about 20%, passing the limit was not always enough; inconclusive = no clear call, values can overlap the other calls; tested in BHK-21 cells;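 note: 0% = median of neutral control wells and 100% = median of positive control wells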
ARNT-TACC3 inh: ARNT/TACC3 interaction disruption; Q9Y6A5; AlphaScreen His-ARNT PAS-B/GST-TACC3 binding, luminescence; TACC3 fragment carries E629A point mutation; inhibition, % at 9.99 µM; 390,000 compounds, 0.66% hits; AID 623870;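 active = mean inhibition of replicates at least 50% and at least half of replicates each reaching 50%; inconclusive = half or more replicates reach 50% but mean below 50%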;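 note: 0% = complete ARNT plus TACC3 wells and 100% = ARNT alone without TACC3; many hits fall short of the cut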
* marks the source's active call; other numbers are inactive results; ? = inconclusive; / = not tested or not shown.

SMILES	F508del corr	INS-1E GSIS act	PAX8 reporter	XiGFP reactiv	EWS-Fli inh	ERp5 inh	DENV2 CPE	ARNT-TACC3 inh
CCOc1ccc(NN=C(C(=O)OC)C(=O)OC)c([N+](=O)[O-])c1	-0.7	/	-1.5	0.0	5.9	8.6	37.0*	-11.2
CCCSc1ccc(-c2nn(-c3ccccc3)cc2/C=C(/C#N)C(=O)NCCCOC)cc1	-0.8	49.9*	3.6	0.0	2.5	/	/	-0.7
CCc1ccc2oc(C(=O)N3CCN(c4ccc(OC)cc4)CC3)cc(=O)c2c1	3.6	-18.1	4.8	0.2	-0.7	0.8	-2.0	-3.2
COc1ccc2c3c([nH]c2c1)[C@@H](CO)N(C(=O)c1cccc(F)c1)CC31CN(C(=O)c2ccccc2)C1	-2.4	2.8	/	0.1	-5.7	2.3	-4.9	/
O=C(/C=C/c1ccccc1)NC1CCSC1=O (stereo not drawn)	/	37.6	-18.7	0.0	/	/	/	-5.4
COc1ccc(C(=O)COC(=O)c2cc(=O)c3ccccc3o2)c(OC)c1	1.1	0.6	5.2	-0.2	-8.8	-1.7	10.9	/
Cn1c(C(=O)Nc2ccc3c(c2)OCO3)cc2c(=O)n(C)c3ccccc3c21	1.6	0.0	-7.1	0.1	-7.2	-0.3	0.0	/
C[C@H]1CN([C@@H](C)CO)C(=O)c2cc(NC(=O)Nc3cccc4ccccc34)ccc2O[C@@H]1CN(C)CC1CCCCC1	-1.4	-0.1	/	0.2	12.0	2.5	-5.4	5.5
O=C(C[C@@H]1CC[C@@H]2[C@H](COC[C@H](O)CN2Cc2cc(F)cc(F)c2)O1)NC1CCCC1	0.6	1.8	9.2	0.0	3.6	-2.8	0.5	-6.1
O=C(Nc1ccccc1[N+](=O)[O-])OCC=Cc1ccccc1	-5.5	-6.9	-16.8	0.1	2.3	2.4	12.1	/
COc1ccc(OCCN2CCN(C(=O)c3ccc(OC)cc3)CC2)cc1	-0.3	11.0	16.6	0.0	32.4	-2.6	7.8	1.3
CCN(CC)c1ccc(NC(=O)CSc2ccsc2[N+](=O)[O-])c(C)c1	/	-37.7	18.2	0.2	/	/	/	-2.2
CC1CCCN(S(=O)(=O)c2ccc(CN3C(=O)c4cccnc4C3=O)cc2)C1 (stereo not drawn)	1.3	27.9	-9.3	0.0	-1.4	-0.2	3.3	27.8
COc1ccc(S(=O)(=O)Nc2ccc(F)cc2)cc1N(C)S(=O)(=O)c1ccc(Cl)cc1	-1.0	-6.7	/	/	9.2	2.9	1.2	14.2
Cc1ccccc1Cn1cc(NC(=O)c2cc(C3CC3)on2)cn1	0.8	4.8	-61.0	0.0	-29.7	1.2	-1.4	-2.2
CCC(OC(=O)C1=Cc2ccccc2OC1)C(=O)NCc1ccco1 (stereo not drawn)	4.7	-14.1	1.3	-0.3	-3.7	1.4	-1.4	-5.2
CCc1ccc(/C=C/c2c[nH]c3ccccc23)[n+](CC)c1	/	-14.1	66.8*	0.7	16.7	13.3	2.0	1.5
O=C(NNC1CC(=O)N(c2ccc(Br)cc2)C1=O)c1ccccn1 (stereo not drawn)	-3.6	3.9	9.6	0.0	5.2	5.1	17.8	/
CC(C)Oc1ccc(/C=N/NC(=O)c2nnn(-c3nonc3N)c2CN(C)c2ccccc2)cc1	0.9	-8.9	-9.1	0.1	-9.9	-2.6	?	-6.3
Cc1nc(C(=O)O)nn1-c1ccc([N+](=O)[O-])cc1	-3.3	6.5	10.7	0.2	-2.0	1.3	10.4	0.3
COCCCNC(=S)Nc1cc(C)c(C)cc1C	-0.4	/	-6.3	0.1	-1.7	-0.1	-3.7	1.6
COc1ccc(NC(=O)NC2CCCCC2C)cc1 (stereo not drawn)	0.2	-2.5	-11.2	0.3	-36.3	1.4	-2.7	/
Cc1cc(C)c(C)c(S(=O)(=O)N(C)CCc2ccccn2)c1C	-1.4	13.2	0.6	0.0	-9.6	-2.5	-0.2	2.0
O=C(O)c1ccc(CSc2nnc(COc3ccccc3)o2)cc1	-2.2	3.1	7.2	0.0	4.8	1.1	?	-1.5

Just XiGFP reactiv, EWS-Fli inh and F508del corr (2 entries from above):
SMILES | XiGFP reactiv | EWS-Fli inh | F508del corr
O=C(Nc1ccccc1[N+](=O)[O-])OCC=Cc1ccccc1 | 0.1 | 2.3 | -5.5
COc1ccc(OCCN2CCN(C(=O)c3ccc(OC)cc3)CC2)cc1 | 0.0 | 32.4 | -0.3

New compounds follow:
SMILES	F508del corr	INS-1E GSIS act	PAX8 reporter	XiGFP reactiv	EWS-Fli inh	ERp5 inh	DENV2 CPE	ARNT-TACC3 inh
O=C(C[C@H]1CC[C@@H]2[C@H](COC[C@@H](O)CN2Cc2cccc(Cl)c2)O1)NCC1CCCCC1	-2.1	-10.2	12.4	0.1	5.3	/	-2.4	-15.2
O=C(NC(=S)Nc1ccc(NC(=O)c2ccco2)cc1)c1ccccc1	0.7	9.3	38.1	0.0	9.9	-1.2	/	27.8
O=C(NC1CC1)C(Cl)c1ccccc1 (stereo not drawn)	-0.4	12.3	-1.1	0.1	5.4	-5.7	3.7	5.6
CC(C)NC(=O)N(C)C[C@H]1Oc2cc(C#C[C@@H](C)O)ccc2S(=O)(=O)N([C@H](C)CO)C[C@H]1C	2.3	-2.9	-19.1	-1.0	-4.4	2.7	-1.4	-1.4
CCN1CCN(CC(=O)N/N=C/c2cc(Br)cs2)CC1	3.5	4.5	11.0	0.0	7.4	0.2	-1.5	11.3
CCn1c(-c2cccn(Cc3ccccc3)c2=O)n[nH]c1=S	0.8	-9.0	-9.5	0.0	-7.6	-0.5	-0.5	/
C[C@@H]1CN([C@@H](C)CO)C(=O)c2cccc(NC(=O)c3ccc(-c4nccs4)cc3)c2O[C@@H]1CN(C)Cc1ccccc1	-0.9	-8.9	/	0.1	-8.1	-0.5	8.6	0.0
CC1CCC2(CC1)NC(=O)N(CC(=O)NC1(C#N)CCCCC1)C2=O (stereo not drawn)	-2.6	3.1	-13.7	0.0	2.7	14.2	-1.7	4.3
CC1CC(C)CN(C(=O)COC(=O)C2CCN(S(=O)(=O)c3ccc4c(c3)OCCO4)CC2)C1 (stereo not drawn)	-1.7	-12.6	-13.4	0.1	-5.5	-4.6	0.5	/
COCC(COS(N)(=O)=O)C(C)C (stereo not drawn)	0.7	5.3	-13.6	0.0	2.1	4.0	3.1	/
CCCNC(=O)[C@@H]1[C@@H](CO)[C@@H]2Cn3c(ccc(-c4cncnc4)c3=O)[C@@H]2N1C(=O)c1ccccc1F	2.4	4.3	/	1.1	-0.8	-2.4	-1.5	10.2
CCCCNC(=O)[C@H](Cc1c[nH]c2ccccc12)NC(=O)c1ccccc1Cl	-0.3	-13.0	1.3	0.0	11.6	-2.6	-3.5	0.0
Cc1ccc(CNC(=O)Cn2ccc3cc(S(=O)(=O)N4CCCC4)ccc32)o1	-1.8	-3.2	-22.9	0.0	4.8	1.5	-0.2	0.4
COc1ccc(NC(=O)CN(C)C(=O)CCNC(=O)c2ccccc2OC)cc1	2.6	2.2	3.8	0.0	-3.2	-1.7	-7.0	-0.4
COC(=O)c1c(CCl)noc1C(=O)NC(C)C	0.0	1.1	4.6	0.0	6.3	3.9	/	1.9
Cc1ccc(NS(=O)(=O)c2cccc(C(=O)NCCc3c[nH]c4ccccc34)c2)c(C)c1	-1.7	-18.9	12.6	0.1	17.0	13.2	7.5	-0.5
C[C@@H]1CN([C@@H](C)CO)C(=O)c2cc(NC(=O)c3ccncc3)ccc2O[C@@H]1CN(C)C(=O)Nc1ccc(C(F)(F)F)cc1	5.9	-15.8	-9.0	-1.2	-0.1	5.5	-0.6	-3.7
O=C(Cn1cnc2c(nnn2-c2cccc(F)c2)c1=O)Nc1ccc2c(c1)OCCO2	0.6	14.8	/	0.0	/	-3.2	-4.0	-3.4
CCCC(c1nnnn1CC1CCCO1)N1CCN(c2ccccc2)CC1 (stereo not drawn)	-4.6	-2.7	2.6	0.0	0.1	-2.2	-0.8	-6.6
CCCCOc1ccc(C(C)NC(=O)CCS(=O)(=O)Cc2ccccc2Cl)cc1 (stereo not drawn)	/	-11.0	-1.2	0.2	/	/	/	-11.0
CN(C)c1cc[n+](CC(=O)c2ccc(OC(F)F)cc2)cc1	-2.9	0.5	8.2	-0.1	9.1	-1.2	6.7	-4.5
Cc1csc(=Nc2ccccc2)n1CCO	/	33.4	7.5	0.0	7.3	-6.2	2.1	0.2
CSc1ccccc1C(=O)N1CCC(CCC(=O)NCc2ccc(F)cc2)CC1	-0.5	-12.8	-12.1	0.0	/	0.5	15.2	-2.7
O=C(Nc1ccccc1Cc1ccccc1)c1oc2ccccc2c1COc1ccccc1	/	/	0.1	-0.2	9.5	2.9	-4.0	26.6
CC1CC(Nc2ccccc2)c2ccccc2N1C(=O)c1ccccc1F (stereo not drawn)	1.0	-6.8	35.0	0.0	62.6*	0.3	17.2	39.9
COc1ccccc1S(=O)(=O)Nc1ccc2c(c1)OC[C@@H](C)NC[C@@H](C)[C@@H](OC)CN(C)C2=O	-3.7	7.3	/	-0.1	0.9	-22.9	13.0	-1.0
CCNC(=O)Nc1ccc2c(c1)C(=O)N(C)[C@@H]1CC[C@@H](CC(=O)NCC3CC3)O[C@H]1CO2	-0.4	-2.3	-8.3	0.0	-0.3	/	2.4	0.3
COCCCN(CC(=O)O)S(=O)(=O)c1ccccc1	2.1	11.8	26.8	0.0	1.3	1.3	-0.5	-3.0
O=C(COC(=O)c1cc([N+](=O)[O-])ccc1N1CCOCC1)NCc1ccc(F)cc1	-0.4	-3.0	10.4	0.5	-9.3	4.5	6.7	/
Cc1ccc(C)c(NC(=O)COC(=O)c2cccc3c2C(=O)c2ccccc2C3=O)c1	/	-2.6	63.8*	-0.1	2.1	-0.9	-1.0	-2.4
CC(=O)Nc1cc2nc(C)n(Cc3ccc([N+](=O)[O-])cc3)c2nc1C	2.6	13.5	8.9	0.0	4.7	0.0	8.3	-1.5
CCOc1ccc(-n2c(=O)c3sccc3n(Cc3cccc([N+](=O)[O-])c3)c2=O)cc1	2.1	8.1	8.5	-0.4	0.9	4.9	0.2	7.7
COc1ccc(C2=Nc3ccccc3N(C(=O)c3ccc(C)cc3)C2C(=O)Nc2c(C)cccc2C)cc1 (stereo not drawn)	1.6	2.4	15.4	0.0	-6.7	0.3	9.8	/
CN(c1ccccc1)S(=O)(=O)c1cccc(NC(=O)c2ccc(=O)[nH]c2)c1	-0.2	-5.9	19.8	0.2	-4.1	-26.5	-4.7	4.6
O=CNc1ccc2c(c1)Cc1cccc(NC=O)c1-2	-0.1	9.3	-2.9	-0.1	-9.0	-3.7	-1.4	-2.9
CCCC#Cc1cnc2c(c1)C(=O)N([C@H](C)CO)C[C@@H](C)[C@H](CN(C)C(=O)Cc1ccncc1)O2	3.4	-0.5	/	0.1	-0.8	4.5	-13.0	4.2
O=C(CCNS(=O)(=O)c1cccs1)NC1CCN(Cc2ccccc2)CC1	-1.2	11.0	-5.9	0.1	5.0	2.4	-3.0	0.2
CCC(=O)Nc1ccc2c(c1)C(=O)N(C)[C@H]1CC[C@H](CC(=O)NCc3ccccc3Cl)O[C@@H]1CO2	0.8	5.1	13.0	0.6	-2.2	4.5	-8.0	-13.3
CCN(CC)C(=N)/C(C#N)=N/Nc1ccc(C)cc1	-3.1	2.8	-89.8	0.0	-131.3	3.8	-7.0	-5.1
